# TrxR1 substrate: rat thioredoxin reductase 1 substrate activity | O89049 | purified TrxR1 substrate turnover, NADPH consumption readout | Potency, µM (titrated, usually from 114 µM), for inactives: at the highest dose activity change, negative = substrate turnover | 390,000 compounds, 0.01% hits; also: potency is read from the fitted curve at half-maximal effect; % is scaled to controls: 0 for no effect and ±100 for the full control effect; nearly all actives have a fitted effect of over 50% in size
#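 Rat TrxR1, dispensed at 90 nM, was prereduced with 400 uM NADPH (final) for 5 min at ~22 deg C, then incubated with compound 15 min before 400 uM selenite. A first-read NADPH fluorescence drop versus no-compound background flagged substrates.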
# mIDH1 inhibitor: human IDH1 R132H inhibition; O75874; 390,000 compounds, 0.093% hits; IDH1-R132H enzyme, NADPH consumption, diaphorase/resazurin fluorescence; Potency, µM (series often up to 76.6 µM), for inactives: top-dose activity change, negative = inhibition, most hits filed as inhibitors; AID 602179; also: potency is read from the fitted curve at half-maximal effect; % is scaled to controls: 0 for no effect and ±100 for the full control effect; nearly all actives have a fitted effect of over 65% in size
# Target sequence (O75874 whole entry R132H, stated change not applied): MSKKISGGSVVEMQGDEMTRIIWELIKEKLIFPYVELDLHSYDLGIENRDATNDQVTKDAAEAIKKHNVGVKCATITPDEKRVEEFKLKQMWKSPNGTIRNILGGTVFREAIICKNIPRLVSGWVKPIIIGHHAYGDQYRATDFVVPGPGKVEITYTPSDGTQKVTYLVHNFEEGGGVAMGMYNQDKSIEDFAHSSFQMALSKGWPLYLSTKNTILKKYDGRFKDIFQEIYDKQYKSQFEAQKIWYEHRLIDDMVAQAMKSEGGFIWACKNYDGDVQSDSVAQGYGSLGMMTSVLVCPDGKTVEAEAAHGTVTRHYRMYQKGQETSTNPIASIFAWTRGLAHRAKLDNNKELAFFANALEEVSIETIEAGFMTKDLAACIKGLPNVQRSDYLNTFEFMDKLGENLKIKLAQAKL
#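 IDH1-R132H (0.5 ug/mL dispensed) in pH 7.5 Tris buffer was preincubated 30 min with compound, then given a substrate mix of 0.016 mM NADPH and 2 mM alpha-KG for 80 min at room temperature; remaining NADPH was read by diaphorase/resazurin fluorescence.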
# D2 ag: activates the human D2 dopamine receptor; 340,000 compounds, 0.53% hits; HEK293 T-REx D2 cells, calcium flux agonist mode; activation, % at 2 µM; P14416;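 active = activation over 3 SD above normal in the single-dose calcium agonist read, cut at about 30% in these data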; also: 0% is about no effect
# Target sequence (P14416 whole entry, looked up): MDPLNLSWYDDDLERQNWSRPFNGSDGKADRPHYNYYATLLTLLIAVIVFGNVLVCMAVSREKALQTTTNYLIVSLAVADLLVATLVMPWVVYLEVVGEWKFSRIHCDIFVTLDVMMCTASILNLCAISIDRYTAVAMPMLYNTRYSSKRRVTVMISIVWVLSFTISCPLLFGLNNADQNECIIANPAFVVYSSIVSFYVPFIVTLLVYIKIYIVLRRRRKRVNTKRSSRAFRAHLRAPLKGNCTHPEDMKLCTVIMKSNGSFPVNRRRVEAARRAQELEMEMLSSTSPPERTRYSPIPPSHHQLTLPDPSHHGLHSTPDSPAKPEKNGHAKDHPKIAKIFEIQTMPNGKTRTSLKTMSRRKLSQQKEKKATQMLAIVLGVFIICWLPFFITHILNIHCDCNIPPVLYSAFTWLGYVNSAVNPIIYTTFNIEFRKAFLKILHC
#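 HEK293 Trex D2 cells, tetracycline-induced, o/n 30 C 5% CO2; no-wash Ca dye, RT 30–90 min; 10-cycle baseline, 23 nl cpd added, kinetic Ca read 180 s; agonist hits = positive Ca response.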
# TRHR ag: activates the human TRH receptor. P34981. 360,000 compounds, 0.18% hits. activation, % at 2 µM. AID 493084. TRHR cells, calcium flux fluo-8, FDSS agonist mode; in the data active = activation above about 30%; also: 0% is about no effect
#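 Agonist-mode FDSS calcium read (Ex 480/Em 530, 1 s cycles) in 1536-well TRHR cells with fluo-8 dye, after 10-cycle baseline and 23 nL compound addition; TRH at EC20 (10 nM final) added afterwards for the enhancer phase.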
# USP1-UAF1 inh: USP1/UAF1 (human) deubiquitinase inhibition; O94782; recombinant USP1/UAF1, Ub-Rhodamine cleavage fluorescence; Potency, µM (titrated, usually from 57.1 µM), inactives show top-dose activity change, negative = inhibition, hits mostly inhibitors; 390,000 compounds, 0.23% hits; also: potency is read from the fitted curve at half-maximal effect; % is scaled to controls: 0 for no effect and ±100 for the full control effect; nearly all actives have a fitted effect of over 60% in size; inactives centre near -12
#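 USP1/UAF1 complex at 1 nM was preincubated with compound for 15 min at room temperature, then Ub-Rho substrate (150nM final) was added. Fluorescence (480/540 nm) was read kinetically, 6 reads every 60 seconds.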
# PI4K2A block: inhibitors of human PI4K2A; Q9BTU6; purified PI4K2A, ADP-Glo luminescence, 1 h; active compounds read low; activity change, negative = inhibition, % at 76.9 µM; 420,000 compounds, 0.13% hits; in the data active = activity change below about -50%; inconclusive = mostly about -30% to -49%;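 also: -100% = wells without enzyme as full effect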
#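 PI4K2A activity was measured by ADP-Glo luminescence: enzyme (4 ug/mL stock) and phosphatidylinositol (1.2 mM stock) in Tris pH 7.5/MgCl2/EGTA/Triton X-100 buffer were reacted with ATP (300 microM stock) for one hour at ambient temperature.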
# TRHR enhancer: allosteric enhancers of human TRH receptor | P34981 | TRHR cells, fluo-8 calcium fluorescence, EC20 TRH enhancement | 360,000 compounds, 0.66% hits | enhancement, % at 2 µM; in the data active = enhancement above about 30%; also: 0% is about no effect
#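 Enhancer read-out: after compound pinning and an initial kinetic agonist-mode read, an EC20 of TRH (10 nM final) was injected and fluo-8 calcium signal (Ex 480/Em 530) followed at 1 s/cycle for 100 cycles in TRHR-expressing cells.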
# D2 antagonist: antagonists of human D2 dopamine receptor; P14416; HEK293 TREx D2 cells, calcium flux, dopamine EC80; inhibition, % at 10 µM; 340,000 compounds, 2% hits; in the data active = inhibition above about 30%; also: 0% is about no effect
#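 Dopamine at EC80 is the agonist stimulus; test compounds precede it by 180 s. Calcium flux read kinetically in a force-coupled, inducible HEK293 T-REx D2 cell line.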
# TrxR1 inh: inhibitors of rat thioredoxin reductase 1 | 390,000 compounds, 1% hits | recombinant rTrxR1, NADPH fluorescence consumption, selenite substrate | O89049 | Potency, µM (series often up to 114 µM), without a hit: at the top dose activity change, negative = inhibition, actives largely listed as inhibitors | AID 588453; also: potency is read from the fitted curve at half-maximal effect; % is scaled to controls: 0 for no effect and ±100 for the full control effect; nearly all actives have a fitted effect of over 65% in size
#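 Rat TrxR1 (90 nM in the dispensed reagent) was pre-reduced with 400 uM NADPH for 5 min at room temperature, then incubated with compound for 15 min. After 400 uM selenite was added, NADPH fluorescence (Ex 340/Em 450 nm) was followed for 8 min.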
# * hit, by the source's call; ? = inconclusive; · = no result given; & = joins results of further samples; [ ] = dose if it differs, or a comment. Unless noted, calls follow the shape of the dose curve; as a rule, active = well fitted inhibition curve with a large enough effect; inconclusive = small, poorly fitted or top-dose-only effect; inactive = no such curve, though single readings can be large or run the other way.
SMILES,TrxR1 substrate,mIDH1 inhibitor,D2 ag,TRHR ag,USP1-UAF1 inh,PI4K2A block,TRHR enhancer,D2 antagonist,TrxR1 inh
COc1ccc(CN2C(=O)C(C)Nc3ncnc(N4CCN(c5ccccc5)CC4)c32)cc1 (stereo not given),8%[57.1 µM],-1%,·,·,-26%,-3&3,·,·,10%[57.1 µM]
COc1cc(S(=O)(=O)NC2CCCCC2)ccc1F,8%,5%,0.0,0.1,-2%,3,0,-5,17%
CCN(CC)S(=O)(=O)c1ccc(N2CCOCC2)c(NC(=O)c2ccccc2)c1,-4%,7%,-1.2,-1.6,-11%,2,5,15,-6%
C/C(=N\NC(=O)c1nnn(-c2nonc2N)c1CN1CCCCC1)c1ccccc1O,-2%,-2%,-0.2,-0.8,?,0,15,30*,16%
CC(C)c1ccc(NNC(=O)C2CCC2)cc1,-5%[57.1 µM],7%,0.7,0.0,-12%,-3,-2,-10,4%[57.1 µM]
COc1ccc(-c2cc(C(F)(F)F)nc(-n3nc(C(F)(F)F)cc3C)n2)cc1,97%[activator],9%,1.2,2.6,?,6,4,·,28%
COc1ccc(Cn2c(=O)n(-c3ccccc3C)c(=O)c3c4c(sc32)CN(C(C)=O)CC4)cc1,-2%,-14%,-0.4,0.1,-8%,-1,4,·,3%
CC(NC(=O)C1CCN(S(=O)(=O)Cc2ccccc2)CC1)c1ccccc1 (stereo not given),-3%,-5%,0.5,-0.2,?,-3,-1,·,6%
Cc1ccc(C2=NN(C(=O)C3CCCO3)C(c3ccco3)C2)cc1 (stereo not given),4%[57.1 µM],8%,0.4,-0.5,-8%,-6,1,0,8%[57.1 µM]
CCn1ccc2c(OCC(=O)NCc3ccc(F)cc3)cccc2c1=O,-4%[57.1 µM],5%,-0.6,0.0,-29%,2,-2,·,-12%[57.1 µM]
COc1ccc(-c2nc(CNC(=O)NC3CCCCC3)c(C)o2)c(OC)c1,1%[57.1 µM],-3%,0.6,-1.4,-15%,3,-3,·,3%[57.1 µM]
Cc1[nH]c2ccccc2c1C(c1ccccc1)c1cccs1 (stereo not given),8%[11.4 µM],-5%,0.1,0.0,-27%,-2,9,·,19%[11.4 µM]
CCOC(=O)c1c(C)[nH]c(C(=O)/C(C#N)=C/c2ccc(OCC)cc2)c1C,-9%,-2%,4.1,4.1,-18%,2,-7,4,-28%
C[C@H](NC(=O)c1nc[nH]c1C(=O)NCC(=O)OC(C)(C)C)C(=O)OC(C)(C)C,8%[57.1 µM],5%,-0.4,-0.1,18%,1,-18,20,12%[57.1 µM]
Cc1c(C(=O)N(C)C)sc2c1c(=O)n(-c1ccc(F)cc1)c(=O)n2Cc1ccccc1C#N,3%[57.1 µM],11%,-0.1,-0.3,-31%,5,2,·,17%[57.1 µM]
COCCSc1nc2sc3c(c2c(=O)n1-c1ccccc1)CCN(C)C3,15%,7%,·,0.7,-20%,-4,-3,·,?
CCOC(=O)Cn1c(=O)oc2cc(S(=O)(=O)NCCc3ccc(C)cc3)ccc21,1%,13%,0.8,0.6,-19%,-1,-3,-16,30%
Cc1cc(SCC(=O)N/N=C/c2ccc(O)c(O)c2)nc2ccccc12,3%,-22%,-0.4,-0.4,-23%,-4,0,3,15%
COC(=O)c1ccccc1NC(=O)CN1C(=O)CSC1=O,2%,-5%,0.1,0.1,-6%,4,6,-7,1%
CCN(CC)c1ccc(NC(=O)CSc2nc(C)cc(=O)[nH]2)cc1,1%,-2%,0.7,0.4,?,3,12,-5,3%
Cc1cc(C)nc(NC2=NCC(=O)N2c2ccc(Cl)cc2)n1,-5%,7%,·,-0.4,-20%,3,-1,·,4%
CCCCN(C(=O)CSCc1c(C)noc1C)c1c(N)n(CCC)c(=O)[nH]c1=O,9%,-1%,-0.4,-0.3,-11%,2,-2,-16,13%
Nc1cccc(NP(=O)(c2ccccc2)c2ccccc2)c1,3%,-1%,0.9,0.1,-10%,1,0,3,31%
C[C@]12CC[C@H](O)CC1=CCC1C2CC[C@@]2(C)C1CC[C@@H]2NC(=O)CCC(=O)O (stereo not given in full),7%[57.1 µM],5%,·,·,-1%,-4,·,·,11%
COc1ccc2cc3cc(C(=O)N4CCN(C5CCCCC5)CC4)oc3nc2c1,33%,8%,0.2,-0.7,-15%,-2,2,-2,?
CCCOc1ccc(NC(=O)CC2C(=O)OCC3CCCCN32)cc1 (stereo not given),4%,3%,-0.5,-0.2,-7%,-2,1,22,12%
Cc1nc(Oc2cccc(Cl)c2)c2oc3ccccc3c2n1,22%[57.1 µM],-1%,3.9,0.8,-10%,-2,3,-3,12%[57.1 µM]
CCNC(=O)CC1C(=O)N(c2ccc(C)cc2)C(=O)N1CCc1sccc1C (stereo not given),-6%,-3%,0.5,-0.2,-12%,4,4,3,5%
O=C(CN1CCN(c2ccc(C(F)(F)F)cn2)CC1)NCc1ccc2c(c1)OCO2,3%[57.1 µM],5%,-0.4,-0.9,-23%,0,-5,1,-4%[57.1 µM]
Cc1nc2ccccc2n1CC(O)c1ccccc1 (stereo not given),2%,10%,1.0,0.4,-11%,2,0,3,7%
O=CN1N=C(c2ccccc2)CC1c1ccccc1[N+](=O)[O-] (stereo not given),-6%,1%,-0.8,-0.8,-13%,5,18,-10,-11%
O=C(N/N=C/c1ccc(F)cc1)c1ccccc1,-2%,1%,0.4,0.5,-25%,-6,3,4,4%
CCCCCN(C(=O)CCC(=O)OCC(=O)c1cccc(OC)c1)c1c(N)n(CCCC)c(=O)[nH]c1=O,-5%,0%,-0.1,0.2,-17%,2,-1,-23,6%[57.1 µM]
O=C(c1ccc2c(c1)OCO2)N1CCN(c2ccc(C(F)(F)F)cn2)CC1,5%,3%,1.5,0.4,-1%,-1,9,-6,5%
O=C(CN1C(=O)/C(=C\c2ccc(F)cc2)Oc2ccccc21)N1CCN(c2ccccn2)CC1,62%[activator],-2%,0.6,-0.1,-12%,2,-1,10,-10%
CC(=O)c1ccc(NC(=O)Cn2cc(S(=O)(=O)Cc3cccc(Cl)c3)c3ccccc32)cc1,-7%,8%,-0.7,-0.9,-16%,-3,0,·,1%
O=S(=O)(NC1CCCCC1N1CCC(O)CC1)c1ccccc1 (stereo not given),-16%[57.1 µM],4%,0.6,0.2,-17%,1,-6,-2,19%[57.1 µM]
CC(C)c1cc(CNC(=O)CCc2nnc(CCCCc3ccccc3)o2)on1,6%,7%,8.7,-0.8,-24%,-1,-6,4,24%
Cc1ccc(NC2=C(NCCO)C(=O)c3ccccc3C2=O)cc1,-11%,15%,0.0,-0.1,14µM*,?,1,-4,-13%

# Whole records, quoted from the list. Order of screens: TrxR1 substrate, mIDH1 inhibitor, D2 ag, TRHR ag, USP1-UAF1 inh, PI4K2A block, TRHR enhancer, D2 antagonist, TrxR1 inh
# CCn1ccc2c(OCC(=O)NCc3ccc(F)cc3)cccc2c1=O as listed: -4%[57.1 µM], 5%, -0.6, 0.0, -29%, 2, -2, ·, -12%[57.1 µM]
# CCOC(=O)c1c(C)[nH]c(C(=O)/C(C#N)=C/c2ccc(OCC)cc2)c1C as listed: -9%, -2%, 4.1, 4.1, -18%, 2, -7, 4, -28%

# Structural class, the entries above containing an NH in an aromatic ring
SMILES,TrxR1 substrate,mIDH1 inhibitor,D2 ag,TRHR ag,USP1-UAF1 inh,PI4K2A block,TRHR enhancer,D2 antagonist,TrxR1 inh
Cc1[nH]c2ccccc2c1C(c1ccccc1)c1cccs1 (stereo not given),8%[11.4 µM],-5%,0.1,0.0,-27%,-2,9,·,19%[11.4 µM]
CCOC(=O)c1c(C)[nH]c(C(=O)/C(C#N)=C/c2ccc(OCC)cc2)c1C,-9%,-2%,4.1,4.1,-18%,2,-7,4,-28%
C[C@H](NC(=O)c1nc[nH]c1C(=O)NCC(=O)OC(C)(C)C)C(=O)OC(C)(C)C,8%[57.1 µM],5%,-0.4,-0.1,18%,1,-18,20,12%[57.1 µM]
CCN(CC)c1ccc(NC(=O)CSc2nc(C)cc(=O)[nH]2)cc1,1%,-2%,0.7,0.4,?,3,12,-5,3%
CCCCN(C(=O)CSCc1c(C)noc1C)c1c(N)n(CCC)c(=O)[nH]c1=O,9%,-1%,-0.4,-0.3,-11%,2,-2,-16,13%
CCCCCN(C(=O)CCC(=O)OCC(=O)c1cccc(OC)c1)c1c(N)n(CCCC)c(=O)[nH]c1=O,-5%,0%,-0.1,0.2,-17%,2,-1,-23,6%[57.1 µM]
